Assay outcomes from PubChem.
F508del corr = F508del CFTR correction, initial screen, CFBE line, single point | CFBE cells, YFP halide quenching; stimulated with forskolin plus potentiator P3; % fluorescence drop versus neutral controls | activity (quench increase), % at 7.58 µM | 350,000 compounds, 0.36% hits;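 active means mean added fluorescence quench of at least 8% versus neutral control, with both replicates also reaching 8%; inconclusive means only one of the mean or replicate conditions met; inactive means mean below 8% and not both replicates reaching 8%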;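 further: cells transiently co-express mutant CFTR-F508del with the halide-sensitive YFP; corrector assay measuring rescue of mutant channel to the surface after 24 h compound exposure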
E-selectin induc = E-selectin induction in HUVECs, primary screen, imaging, HUVEC, immunofluorescence imaging, single point; 260,000 compounds, 0.37% hits; activation, % at 7.58 µM; normalized: neutral wells 0, TNF-alpha wells 100; P16581;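 active means mean E-selectin-positive cell signal at least 10% of the positive control, reached in at least 60% of replicates, without over 20% cell loss; inconclusive means no rule given, readout overlaps actives, possibly toxicity-flagged; inactive means the rest, including those meeting only one limit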;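 further: in these data hits start at about 27%; measured in HUVEC primary endothelial cells; signal is the percent of cells scored E-selectin positive by PE staining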
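material = human umbilical vein endothelial cells (HUVEC), E-selectin induction | quantity = 3,000 cells/well | medium = EGM-2 growth medium on 0.1% gelatin-coated wells | technique = immunofluorescence imaging | read-out basis = % PE-positive cells | control set = TNF-alpha positive control, DMSO neutral control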
CASP6 VEID inh = human caspase-6 inhibitors, primary screen, biochemical, VEID-R110 fluorescence, single point, set 2; P55212; inhibition, % at 12.5 µM; 350,000 compounds, 0.53% hits; purified caspase-6, Z-VEID-R110 cleavage fluorescence; AID 686996, 2013;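 active means mean inhibition across replicates at least about 35%, with every replicate also reaching that limit, limit read from the data; inconclusive means only one of the two criteria met; inactive means neither criterion met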;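 further: 0% = median of neutral control wells and 100% = no fluorescence left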
Target sequence (P55212 24-179 limits assumed): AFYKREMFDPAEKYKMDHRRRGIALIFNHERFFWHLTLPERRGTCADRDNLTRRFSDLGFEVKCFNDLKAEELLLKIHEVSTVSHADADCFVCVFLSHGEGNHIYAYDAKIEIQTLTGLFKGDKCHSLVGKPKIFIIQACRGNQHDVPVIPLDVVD
Target sequence (P55212 194-293 limits assumed): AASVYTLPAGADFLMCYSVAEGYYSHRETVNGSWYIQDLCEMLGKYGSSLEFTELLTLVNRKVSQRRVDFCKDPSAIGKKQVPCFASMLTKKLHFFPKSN
DENV2 CPE = inhibitors of DENV2 cytopathic effect, primary screen, cell-based, plate reader, single concentration; DENV2-infected cells, cytopathic effect rescue; CPE inhibition, % at 9.99 µM; 350,000 compounds, 1.7% hits; AID 651640, 2012; in the data active means CPE inhibition above about 20%, passing the limit was not always enough; inconclusive means no clear call, values can overlap the other calls; tested in BHK-21 cells;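 further: 0% = median of neutral control wells and 100% = median of positive control wells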
XiGFP reactiv = activators of inactive X chromosome reactivation, primary screen, imaging, XiGFP fibroblasts, GFP high-content imaging, set 2; activation, % at 7.58 µM; 360,000 compounds, 0.055% hits; XiGFP mouse fibroblasts, % GFP-positive cells imaging, 3 d; cells co-treated with 5-aza-dC sensitizer; scaled so ellipticine positive control = 100%;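 active means mean normalized replicate activation at least 10% and every replicate at or above 10%; inconclusive means only one of the two criteria met; inactive means mean below 10% and not all replicates reach 10%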;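 further: 0% = median of on-plate neutral control wells and 100% = ellipticine 6 µM median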
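System: 68-5-11 XiGFP fibroblast line; Timing: 3 days compound exposure; Compound dosing: one concentration, pinned; Benchmarks: positive control ellipticine, 6 µM final; Buffer or medium: DMEM containing 5-aza-dC.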
GSIS activator = GLuc luminescence reporter in INS-1E cells, primary screen for activators of glucose-dependent secretion of insulin; AID 743287, 2014; activation, % at 16.6 µM; 370,000 compounds, 0.61% hits; INS-1E GLuc reporter insulin secretion, 2-3 h;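 active means lowest replicate activation of at least 40%, so every replicate reaches that level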;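 further: 0% = median of neutral control wells and 100% = median of IBMX positive control wells; some compounds called inactive have numbers as strong as hits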
RAD52 anneal inh = RAD52 DNA annealing inhibitors, primary screen, biochemical, FRET, single point, set 2; recombinant RAD52 DNA annealing, FRET fluorescence; inhibition, % at 18.7 µM; 360,000 compounds, 0.46% hits; AID 651710, 2012;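 active means every replicate showing at least 50% inhibition; inconclusive means mean inhibition at least 50% but not in every replicate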
RAD54 branch = inhibitors of human RAD54 branch migration, primary screen, biochemical, fluorescence, single point; inhibition, % at 10.4 µM; RAD54 Holliday junction branch migration, FAM/BHQ fluorescence; 360,000 compounds, 0.14% hits;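 active means mean normalized replicate activity at least 40 and at least half of replicates scoring 40 or more; inconclusive means only one of the two criteria met; inactive means mean below 40 and under half of replicates reaching 40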;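 further: 0% = median of neutral control wells and 100% = median of positive control wells; inhibitors cause a drop in the FAM fluorescence signal; in these data hits start at about 50%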
Target sequence (Q92698 whole entry, looked up): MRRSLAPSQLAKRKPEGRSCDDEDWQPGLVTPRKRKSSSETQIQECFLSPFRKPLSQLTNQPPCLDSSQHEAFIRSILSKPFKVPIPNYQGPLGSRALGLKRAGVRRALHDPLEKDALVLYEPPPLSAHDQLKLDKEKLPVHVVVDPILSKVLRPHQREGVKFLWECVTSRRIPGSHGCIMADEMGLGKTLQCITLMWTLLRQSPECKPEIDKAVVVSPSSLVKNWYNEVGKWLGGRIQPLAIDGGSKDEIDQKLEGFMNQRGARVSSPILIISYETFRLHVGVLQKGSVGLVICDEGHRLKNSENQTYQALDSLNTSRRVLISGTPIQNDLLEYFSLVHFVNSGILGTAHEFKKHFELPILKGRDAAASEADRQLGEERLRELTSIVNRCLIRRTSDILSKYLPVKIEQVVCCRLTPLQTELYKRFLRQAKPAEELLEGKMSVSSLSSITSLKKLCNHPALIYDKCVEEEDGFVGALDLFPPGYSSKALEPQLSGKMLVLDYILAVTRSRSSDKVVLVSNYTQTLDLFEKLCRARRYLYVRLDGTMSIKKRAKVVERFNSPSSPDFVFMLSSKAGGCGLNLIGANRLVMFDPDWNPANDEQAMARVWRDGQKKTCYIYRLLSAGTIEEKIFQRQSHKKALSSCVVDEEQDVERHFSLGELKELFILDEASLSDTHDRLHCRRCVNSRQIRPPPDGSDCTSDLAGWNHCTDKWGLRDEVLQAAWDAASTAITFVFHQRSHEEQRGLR
Numbers without * were called inactive; ? = inconclusive; / = not tested or not shown; & = joins results of further samples.

SMILES | F508del corr | E-selectin induc | CASP6 VEID inh | DENV2 CPE | XiGFP reactiv | GSIS activator | RAD52 anneal inh | RAD54 branch
Cc1ccc(Cn2cccc(NC(=O)CCC3CCCC3)c2=O)cc1 | 5.4 | / | 5 | -2 | 0.0 | -36 | -9 | 4
COC(=O)c1ccc(NC(=O)c2ccc(NC(=O)C3CCCO3)cc2)cc1 (centres undefined) | -2.1 | 0.5 | 2 | -1 | / | 24 | -18 | /
CC(=O)NC(c1ccccc1)c1nc(-c2ccc(C)c(C)c2)cs1 (centres undefined) | 4.0 | 0.2 | 2 | 2 | -0.1 | -27 | -12 | 4
COC(=O)CCSc1nccn1Cc1ccccc1 | / | / | -1 | / | / | 17 | -2 | -11
COc1ccc(-c2noc(-c3ccccc3Cl)n2)cc1OC | 2.4 | / | 1 | -6 | / | 16 | -10 | -6
N#CCc1c(C#N)c(N)nc(N2CCCC2)c1C#N | 1.8 | -0.1 | 0 | 15 | -0.1 | -8 | -24 | -5
Cc1ccc(S(=O)(=O)N2CCCC2CNC(=O)C(=O)NC2CCCC2)cc1 (centres undefined) | 2.2 | -1.3 | 0 | 0 | 0.1 | -4 | -11 | -7
O=C(N[C@H]1CC[C@@H](CCn2cc(C3CCCC3)nn2)O[C@@H]1CO)c1cccnc1 | -1.3 | 0.0 | 3 | -6 | 0.3 | 9 | 16 | /
CCc1ccc(NC(=O)c2ccc3c(c2)CCN3S(C)(=O)=O)cc1 | 4.7 | 0.3 | -2 | 3 | 0.1 | 10 | 3 | -3
O=C(O)CC1(CC(=O)Nc2cccc(C(=O)O)c2)CCCC1 | 1.0 | 0.2 | -2 | 3 | -0.1 | -2 | 0 | -2
CCN(CC)S(=O)(=O)c1cccc(-n2c(O)c(C=Nc3ccccc3C(=O)O)c3ccccc3c2=O)c1 | -0.9 | / | -3 | 0 | 0.0 | 28 | -29 | 0
Cc1sc(NC(=O)COc2ccccc2)c(C#N)c1C | 0.2 | 4.8 | 0 | -5 | 0.1 | 0 | -6 | /
CC(C(=O)OCC(=O)c1ccc(F)cc1)N1C(=O)C2C3C=CC(C3)C2C1=O (centres undefined) | -2.8 | / | -1 | 4 | 0.5 | 34 | 2 | 2
CC(Oc1ccccc1Cl)C(=O)N(Cc1cccs1)C1CCS(=O)(=O)C1 (centres undefined) | 0.0 | 0.1 | -2 | 0 | 0.0 | -3 | -12 | -14
Cc1nn(CC(=O)NCCC2=CCCCC2)c(C)c1[N+](=O)[O-] | -1.6 | / | 1 | -6 | 0.0 | -11 | -3 | -3
COc1ccc(C(=O)COC(=O)COc2cccc3c2OC(C)(C)C3)c(OC)c1 | -0.2 | / | 3 | -3 | 0.1 | -23 | -40 | 3
CC(=O)Nc1ccc(C(=O)Nc2nc(-c3cc(C)n(Cc4ccccc4)c3C)cs2)cc1 | / | 0.3 | 1 | 11 | 0.3 | 35 | 9 | 2
COc1ccc(N2CCN(C(=O)c3ccc(Cn4nc(C)c([N+](=O)[O-])c4C)o3)CC2)cc1 | 0.0 | -0.1 | -3 | -2 | 0.0 | -32 | -6 | -10
C[C@@H]1CN([C@H](C)CO)C(=O)c2cc(NS(=O)(=O)c3ccc(F)cc3)ccc2O[C@@H](C)CCCCO[C@@H]1CN(C)Cc1ccc(C(=O)O)cc1 | 2.8 | 0.5 | 2 | 6 | -0.1 | -3 | 8 | 2
C[C@@H]1CN([C@H](C)CO)C(=O)c2cc(Br)cnc2O[C@H]1CN(C)C(=O)Cc1ccccc1 | -2.4&-3.5 | -0.1&-0.2 | 3&-1 | 16&-7 | 0.3&-1.0 | 4&-1 | -5&12 | -1&-8
COCC(=O)N(C)C[C@@H]1Oc2ncc(-c3ccc(C#N)cc3)cc2C(=O)N([C@H](C)CO)C[C@H]1C | -3.7 | -0.9 | 7 | -3 | 0.5 | 25 | 0 | -2
Cc1sc(N)c(C#N)c1C | / | 0.0 | 10 | 1 | 0.0 | 3 | -17 | -17
C[C@H](CO)N1C[C@H](C)[C@@H](CN(C)C(=O)c2ccccc2F)Oc2ncc(-c3ccncc3)cc2C1=O | -2.3 | -0.1 | -3 | 17 | 0.3 | 13 | -5 | 0
COCCn1c(N)c(Sc2ccccc2)c(=O)[nH]c1=O | -1.8 | 0.5 | -2 | 5 | 0.0 | 10 | -10 | 4
O=C(C[C@H]1CC[C@@H]2NC[C@H](O)COC[C@H]2O1)NCCc1ccccc1 | -2.9 | 0.0 | 2 | 25* | 0.0 | 14 | -2 | 7
(more compounds)
SMILES | F508del corr | E-selectin induc | CASP6 VEID inh | DENV2 CPE | XiGFP reactiv | GSIS activator | RAD52 anneal inh | RAD54 branch
O=C(CCNC(=O)c1ccccc1Cl)Nc1cccc(S(=O)(=O)N2CCOCC2)c1 | 2.7 | / | -1 | ? | 0.0 | 11 | -5 | 2
O=C(CC1CC1)N[C@H]1CC[C@H](CCNS(=O)(=O)c2ccc(Cl)cc2)O[C@H]1CO | -3.1 | -0.2 | 0 | 4 | -0.4 | 11 | -11 | 2
COc1ccc(CNC(=O)CN(C(=O)c2snc(C(N)=O)c2N)c2ccc(OC)c(OC)c2)cc1 | 2.1 | 0.4 | 3 | -4 | 0.1 | 12 | -10 | -22
CC(=O)Nc1cc(-c2cccc(C(=O)N(C)C)c2)cn2c(-c3cccc(C(=O)N(C)C)c3)cnc12 | 4.0 | 0.2 | 12 | ? | -0.1 | 13 | -16 | -3
C[C@H](CO)N1C[C@H](C)[C@@H](CN(C)C(=O)Cc2ccccc2)Oc2cc(C#Cc3ccccc3F)ccc2S1(=O)=O | 0.7 | -0.2 | 2 | 6 | 0.0 | -14 | 4 | -10
COc1ccc2c(COC(=O)CNC(=O)C34CC5CC(CC(C5)C3)C4)cc(=O)oc2c1 | 0.7 | / | 11 | 1 | 0.0 | -18 | -34 | -10
CC(C(=O)NCCS(=O)(=O)c1ccc(Cl)cc1)S(=O)(=O)c1ccccc1 (centres undefined) | / | / | 10 | 0 | 0.0 | / | -1 | /
C[C@@H]1CN([C@H](C)CO)S(=O)(=O)c2ccc(-c3ccc(C(=O)N(C)C)cc3)cc2O[C@@H]1CN(C)C(=O)C1CC1 | -2.9 | 0.5 | / | / | -1.0 | 10 | / | /
CC(C)C[C@H]1CNC(=S)N1CC1CCN(CCCC2CCCCC2)CC1 | 2.9 | 0.0 | -12 | 5 | 0.1 | -22 | -3 | 0
CC[C@H](C)[C@H](NC(N)=O)C(=O)Nc1ccccc1F | -1.2 | 0.3 | 3 | 0 | 0.2 | 10 | 1 | 0
COc1cc(/C=N/n2c(COc3ccccc3)n[nH]c2=S)cc(OC)c1OC(C)=O | -0.6 | 0.0 | 1 | -7 | 0.1 | -42 | -6 | 4
CCc1nc2ccccc2c(C(=O)OCC(=O)N(CC(C)C)c2c(N)n(Cc3ccccc3)c(=O)[nH]c2=O)c1C | -5.3 | 1.8 | -3 | -2 | -0.1 | -18 | -13 | 1
C[C@H]1CN([C@@H](C)CO)C(=O)c2cc(-c3ccc(F)cc3)cnc2O[C@@H]1CN(C)Cc1ccccn1 | 0.7 | 0.7 | -3 | 8 | 0.4 | 6 | -14 | -6
CN(C)C(=O)c1ccc(-c2ccc([C@@H]3[C@@H](CO)N4C(=O)CN(C(=O)CC5CC5)C[C@H]34)cc2)cc1 | 0.4 | 1.0 | 3 | 1 | 0.0 | -8 | -21 | /
COCC(=O)N1CC(=O)N2[C@@H](CO)[C@H](c3ccc(-c4ccncc4)cc3)[C@@H]2C1 | -2.9 | 0.3 | -1 | -9 | 0.2 | 3 | -4 | /
CC1C(=O)c2ccccc2CC1C(=O)O (centres undefined) | -2.3 | / | 1 | -10 | 0.0 | 18 | -19 | 9
O=C1c2ccccc2NC(c2ccccc2Br)N1CCCN1CCOCC1 (centres undefined) | / | 1.2 | / | / | 0.0 | 4 | / | -20
C[C@@H]1CN([C@H](C)CO)C(=O)Cc2cc(NC(=O)Cc3cn(C)c4ccccc34)ccc2O[C@@H]1CN(C)C(=O)Nc1ccc(F)cc1 | -2.7 | 0.2 | -1 | 6 | -0.5 | -4 | 4 | /
Cc1cccc(NC(=S)NCc2ccncc2)c1C | -1.0 | / | 3 | -6 | 0.0 | 1 | -19 | /
Cc1cccc(S(=O)(=O)N2C[C@@H](O)COC[C@@H]3O[C@@H](CC(=O)Nc4ccc(-c5ccccc5)cc4)CC[C@H]32)c1 | -1.7 | 0.3 | 2 | 1 | 0.2 | -23 | 9 | 0
COc1ccc(C(=O)C[C@@H]2OC[C@H](Cc3ccccc3)N2S(=O)(=O)c2ccc(C)cc2)cc1OC | -1.2 | 1.3 | 0 | 7 | 0.0 | -44 | -1 | /
COc1cc(/C=N/OCC(=O)Nc2cc(C)on2)ccc1OCc1ccccc1 | -3.1 | / | -5 | -6 | 0.0 | -13 | -24 | 2
O=C(NCC(O)c1nc2ccccc2[nH]1)c1ccc(Br)cc1 (centres undefined) | 0.7 | 0.8 | -1 | 13 | 0.2 | -14 | -4 | 1
C[C@H](CO)N1C[C@H](C)[C@@H](CN(C)Cc2ccccc2)OCc2cn(nn2)CCCC1=O | -0.9 | 0.0 | 1 | 0 | 0.3 | 12 | 1 | 15
CC(C)(C)C(=O)Nc1ccc(N2CCN(S(C)(=O)=O)CC2)cc1 | 0.1 | / | -2 | 6 | 0.7 | 10 | -30 | -3
Going on with the list.
SMILES | F508del corr | E-selectin induc | CASP6 VEID inh | DENV2 CPE | XiGFP reactiv | GSIS activator | RAD52 anneal inh | RAD54 branch
COc1ccccc1Nc1nc(N2CCCC2)nc(N2CCOCC2)n1 | 1.6 | -0.1 | 1 | -3 | -0.1 | -2 | -9 | 5
Cc1ccc(S(=O)(=O)N2CCN(C(=O)C(C)Cn3cncn3)CC2)cc1 (centres undefined) | 0.7 | -0.3 | -2 | ? | -0.1 | 1 | -14 | -10
C[C@H](NC(=O)C[C@@H]1C=C[C@H](NC(=O)C2CCOCC2)[C@H](CO)O1)c1ccccc1 | 0.5 | 0.2 | 5 | 0 | -0.1 | 6 | 0 | -11
O=C(/C=C(\Nc1ccccc1)c1ccccc1)c1ccccc1 | 2.7 | -0.1 | 7 | -5 | 0.3 | 5 | -30 | /
COCCNC(=O)C[C@H]1CC[C@@H]2[C@H](COc3ccc(NC(=O)C4CCCC4)cc3C(=O)N2C)O1 | -2.2 | -0.1 | 1 | ? | 0.0 | -1 | 3 | 5
COC(=O)N1Cc2ccnnc2CC1c1ccccc1Br (centres undefined) | -0.4 | -0.2 | 0 | -3 | 0.7 | 6 | -6 | /
O=C(c1cccc(O)c1)N1CCN(C(=O)C2CC2)CC1 | -3.0 | / | -4 | -7 | 0.0 | -9 | -3 | 2

Random draw from the library; about 3.7% have a hit in one of these screens.
